MC4R antagonist: human MC4R antagonism in cAMP assay; inhibition, % at 6.5 µM; MC4R-expressing cells, MTII-stimulated cAMP, LANCE TR-FRET; 360,000 compounds, 0.48% hits; P32245;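 active means inhibition above its plate's cutoff, the mean of tested wells on that plate plus 3 SD, cut at about 29% in these data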;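 further: 0% = Melanotan II alone and 100% = Melanotan II plus saturating MCL0020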
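Material – human MC4R-expressing U2OS cells · Repeats – no replicates · Detection – TR-FRET with Eu-cAMP and labeled anti-cAMP, 671 nm · Times – compound 30 min, challenge 1 h, detection 1 h · Compound – single nominal compound dose of 6.5 µM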
NCOA2 inhibitor: inhibits human steroid receptor coactivator 2; inhibition, % at 9 µM; Q15596; 370,000 compounds, 0.17% hits; HEK293 GAL4-SRC2 luciferase reporter, luminescence;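 active means inhibition above the mean inhibition of all tested compounds plus 3 SD, set per campaign, cut at about 52% in these data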;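 further: 0% = DMSO treated cells and 100% = cells given Gossypol at 36 µM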
LRH-1 inv ag: suppresses constitutive activity of human LRH-1; AID 602396; O00482; 360,000 compounds, 0.13% hits; inhibition, % at 3.6 µM; HEK293T StAR-luciferase reporter, LRH-1 transfected, 24 h;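 active means inhibition above the mean inhibition of all tested compounds plus 3 SD, cut at about 73% in these data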;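 further: 0% = DMSO wells and 100% = reporter-only cells lacking LRH-1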
NOD2 RIPK2 PPI: inhibitors of human NOD2-RIPK2 interaction; inhibition, % at 4.98 µM; AID 624267; CHO BLA complementation NOD2-RIPK2, CCF4 ratio; 360,000 compounds, 0.38% hits; O43353; in the data active means inhibition above about 21%;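 further: 0% = vehicle only and 100% = reference blocker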
Target sequence (O43353 whole entry, looked up): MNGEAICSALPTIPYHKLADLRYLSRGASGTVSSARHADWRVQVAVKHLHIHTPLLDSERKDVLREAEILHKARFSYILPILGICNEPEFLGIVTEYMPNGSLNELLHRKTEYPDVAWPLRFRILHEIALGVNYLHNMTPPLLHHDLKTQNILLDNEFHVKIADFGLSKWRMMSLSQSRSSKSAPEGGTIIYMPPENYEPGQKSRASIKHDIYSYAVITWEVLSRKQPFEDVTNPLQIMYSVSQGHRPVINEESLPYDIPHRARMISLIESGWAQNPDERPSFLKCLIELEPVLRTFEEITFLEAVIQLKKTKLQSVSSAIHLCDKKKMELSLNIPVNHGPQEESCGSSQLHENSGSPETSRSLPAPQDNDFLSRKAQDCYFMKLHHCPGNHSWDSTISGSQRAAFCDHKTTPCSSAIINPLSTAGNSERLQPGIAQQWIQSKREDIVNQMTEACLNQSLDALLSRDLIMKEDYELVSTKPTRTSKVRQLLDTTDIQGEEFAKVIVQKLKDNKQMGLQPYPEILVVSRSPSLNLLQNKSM
MC4R ag barr: activates human MC4R beta-arrestin recruitment; 360,000 compounds, 0.98% hits; P32245; activation, % at 8.9 µM; U2OS MC4R beta-arrestin complementation, luminescence; percent of melanotan II response, DMSO zero;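 active means activation above a per-plate cutoff, the mean activation of sample wells on that plate plus 3 SD, cut at about 8% in these data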
NCOA3 inh: inhibitors of human steroid receptor coactivator 3 (SRC3); Q9Y6Q9; HEK293 GAL4-SRC3 luciferase reporter, luminescence; inhibition, % at 3.6 µM; 360,000 compounds, 0.17% hits; AID 588352;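 active means inhibition above a per-campaign cutoff, the mean of all compounds plus 3 SD, cut at about 60% in these data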;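 further: 0% = DMSO-treated cells and 100% = gossypol-treated cells at 36 µM; higher means less SRC3-driven luciferase light from the GAL4 reporter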
TLR9-MyD88 inh: inhibitors of human TLR9-MyD88 binding | Q9NR96+Q99836 | CHO BLA complementation TLR9-MyD88, CCF4 FRET ratio | inhibition, % at 4.98 µM | 340,000 compounds, 0.21% hits | AID 504734;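 active means inhibition above the mean over all tested compounds plus 3 SD, cut at about 21% in these data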;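 further: 0% = DMSO only wells and 100% = clavulanate BLA inhibitor control wells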
NR2F2 inh: NR2F2 (human) inhibition, primary screen; P24468; HEK293T NGFI-A luciferase reporter, luminescence; inhibition, % at 8.6 µM; 370,000 compounds, 0.7% hits; AID 686940;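 active means inhibition above a per-plate cutoff, mean inhibition of test wells between control levels plus 3 SD, cut at about 38% in these data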;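 further: cells cotransfected with COUP-TFII expression vector driving the NGFI-A reporter; 0% = median of COUP-TF2 test wells and 100% = reporter-only cells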
Target sequence (P24468 whole entry, looked up): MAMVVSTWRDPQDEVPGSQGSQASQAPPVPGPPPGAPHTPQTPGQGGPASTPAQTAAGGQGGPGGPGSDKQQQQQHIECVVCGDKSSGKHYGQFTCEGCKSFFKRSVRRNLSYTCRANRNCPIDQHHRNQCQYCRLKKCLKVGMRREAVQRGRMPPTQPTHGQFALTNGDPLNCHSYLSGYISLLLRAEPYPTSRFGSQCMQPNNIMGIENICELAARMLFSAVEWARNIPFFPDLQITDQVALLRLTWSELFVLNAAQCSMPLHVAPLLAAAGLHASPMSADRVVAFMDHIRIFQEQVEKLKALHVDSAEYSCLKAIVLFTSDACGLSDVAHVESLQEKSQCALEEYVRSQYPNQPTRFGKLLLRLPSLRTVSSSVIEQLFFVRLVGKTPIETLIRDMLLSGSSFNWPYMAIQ
SRC1 inh: inhibitors of human steroid receptor coactivator 1 (SRC1); Q15788; HEK293 GAL4-SRC1 luciferase reporter, luminescence; inhibition, % at 3.6 µM; 360,000 compounds, 0.12% hits; AID 588354;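 active means inhibition above the campaign mean plus 3 SD, with each screening campaign given its own cutoff, cut at about 60% in these data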;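 further: 0% = DMSO treated cells and 100% = gossypol at 36 µM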
LMP1 NFkB inh: reduces LMP1-driven NF-kappaB luciferase signal; LMP1-induced NF-kappaB luciferase reporter cells, luminescence; inhibition, % at 12.5 µM; 350,000 compounds, 0.69% hits; in the data active means inhibition above about 41%;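 further: 0% = neutral control wells and 100% = reference inhibitor control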
ABHD5-PLIN5 inh: blocks binding of human ABHD5 to perilipin-5. Q00G26+Q8WTS1. Split G. princeps luciferase complementation, luminescence, 4 h. inhibition, % at 4 µM. 360,000 compounds, 0.78% hits;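 active means inhibition above the mean inhibition across every tested compound plus 3 SD, cut at about 22% in these data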;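 further: 0% = DMSO only wells and the 100% control is not disclosed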
* = called active by the depositor; x = no result given. An excerpt; the hit share may differ from the screen's.

Results follow in this order: NCOA3 inh	LRH-1 inv ag	MC4R antagonist	MC4R ag barr	NR2F2 inh	NCOA2 inhibitor	SRC1 inh	ABHD5-PLIN5 inh	NOD2 RIPK2 PPI	LMP1 NFkB inh	TLR9-MyD88 inh
#1 COc1ccc2c(c1)c1nc3ccccc3nc1n2Cc1ccc(OC(C)C)c(OC)c1
  -18	1	8	-1.7	11	-21	7	0	1	15	-14
#2 COc1ccc(C(=S)N2CCCC2)cc1OC
  1	2	-2	-1.2	8	1	-7	1	2	2	-5
#3 COc1cc(NC(=O)c2cccc(S(=O)(=O)N3CCCCC3)c2)cc(OC)c1OC
  0	-1	3	-0.5	-13	-9	5	-8	-17	12	-10
#4 Cc1ccc2c(c1)C1(C(=O)N2C)N2CC3(C)CN1CC(C)(C2)C3=O (stereo not given)
  23	9	-4	2.6	-6	6	-3	-3	-4	1	4
#5 COc1ccc2c(CN3CCN(c4ccccc4OC)CC3)cc(=O)oc2c1
  3	3	x	x	17	0	-10	13	7	x	x
#6 CC(C)Sc1nc2ccccc2[nH]1
  7	-5	8	3.5	-6	-2	-10	-2	-4	-4	-7
#7 Cc1cc(C)nc(NS(=O)(=O)c2ccc(N3C(=O)C4C5C=CC(C5)C4C3=O)cc2)n1 (stereo not given)
  18	9	6	-1.3	3	-21	-5	5	1	4	-10
#8 CCOc1ccc(S(=O)(=O)n2cc(-c3ccccc3)c(N)n2)cc1
  -1	-3	-2	2.6	5	15	-5	-8	-9	2	3
#9 CC(=O)N1CCCc2cc(S(=O)(=O)N3CCCC(C(=O)Nc4cc(C)ccc4C)C3)ccc21 (stereo not given)
  -18	12	7	0.5	2	11	-7	2	-9	11	-4
#10 FC(F)(F)c1ccc(-n2ccnc2)nc1
  -11	8	5	-0.2	-8	-5	-4	6	-7	-3	11
#11 Cn1c2ccccc2c2nn(-c3ccccc3)c(=O)cc21
  5	-21	8	-0.8	-1	13	-4	2	5	8	-4
#12 CC12CN3CC(C)(CN(C1)C3c1ccccc1F)C2 (stereo not given)
  34	9	-1	4.3	4	-2	22	5	-3	1	-8
#13 Cc1cc(C)c(C(O)c2ncc(-c3ccccc3F)[nH]2)c(C)c1 (stereo not given)
  0	16	-4	1.3	-9	15	-6	5	5	x	x
#14 CCOC(=O)c1cc(C#N)c(SCC(=O)O)[nH]c1=O
  8	1	1	-0.9	-6	-36	15	6	-8	1	16
#15 Cc1ccc(NC(=S)Nc2ccc(Br)cc2)cc1
  7	-19	2	4.0	-24	-27	-29	-8	1	-17	-2
#16 COC(=O)c1c(-c2ccccc2Cl)noc1-c1cnc(N)nc1C(F)(F)F
  22	-15	11	-1.6	-7	-16	10	-4	-14	-5	-3
#17 O=C(CSc1nnc(-c2ccccc2)n1CC1CCCO1)N1CCCC1 (stereo not given)
  9	-21	-1	0.3	6	-10	1	3	-13	-1	2
#18 COc1ccc(C(=O)COC(=O)CNC(=O)c2ccc(C)s2)c(OC)c1
  27	0	8	-1.5	-2	-6	2	3	3	-3	-6
#19 COc1cc2c(cc1OC)C(c1ccccc1)NCC2 (stereo not given)
  -5	10	0	-0.7	18	-4	-5	11	-9	-3	-14
#20 CC(CNC(=O)Cn1ccc(N)nc1=O)c1ccccc1 (stereo not given)
  -13	-13	-2	-0.8	12	6	-50	-13	1	4	-12
#21 N#C/C(=C\c1ccc(Cl)cc1Cl)c1n[nH]c(Cn2cncn2)n1
  -1	11	5	-3.4	7	-23	-5	6	9	0	-8
#22 CC(=O)Nc1ccc(-n2nnnc2SCC(=O)Nc2cccc(NC(=O)c3ccco3)c2)cc1
  5	6	17	-2.4	-9	0	8	3	2	-1	-2
#23 CCC(=O)Nn1c(C2CCC2)nc2ccccc2c1=O
  -12	-1	6	0.2	1	-8	8	-4	-3	-11	-13
#24 CCOc1ccccc1NC(=O)C1CCCCN1S(=O)(=O)c1ccccc1 (stereo not given)
  17	-2	7	0.4	14	4	-13	-11	0	-5	0
#25 Nc1nc(OCC(F)(F)F)cc(Oc2ccccc2F)n1
  -15	-7	-4	2.9	-15	-37	-35	-8	12	-25	2
#26 Cc1c(C(=O)N2CCN(c3ccccc3)CC2)oc2c1C(=O)CC(C)(C)C2
  0	9	5	-1.6	12	5	13	0	-7	5	-12
#27 CCOC(=O)C[C@H]1c2cc(F)ccc2S(=O)(=O)N1C1CCCC1
  1	2	5	-0.2	9	9	-13	0	-2	4	4
#28 O=C1CCN(Cc2ccc(Cl)cc2Cl)C(=O)N1
  -5	-26	-9	-1.4	6	-1	-13	5	-8	11	7
#29 OCC1(Cc2ccccc2)CCCN(C2CCCC2)C1 (stereo not given)
  12	10	-9	-4.1	5	2	5	3	-2	5	-4
#30 CCOC(=O)CSc1nnc(CNc2cccc(Cl)c2)n1C
  1	1	5	0.0	15	-29	-12	-2	-17	-3	-1
#31 COCCNc1nc(-c2cc3ccccc3o2)cs1
  -68	-177	-3	-1.7	-46	-34	-121	2	-6	4	-2
#32 CC(C)C(CC(=O)NCc1ccco1)c1ccco1 (stereo not given)
  7	-7	1	-0.7	8	-2	-16	5	6	5	8
#33 Sc1oc(-c2ccccc2)cc1C=Nc1ccccc1
  -73	7	1	-3.2	-10	-13	-35	-4	-2	-13	-7
#34 C=CCN1C(=O)c2ccc(C(=O)OCC(=O)N3CCN(c4ccccc4)CC3)cc2C1=O
  9	-9	10	-2.9	8	-2	0	9	-1	1	-7
#35 Cc1ccc(S(=O)(=O)/N=C(\CN2CCOCC2)N2CCCC2)cc1
  6	5	21	-0.8	-3	10	-34	4	-2	-2	-4
#36 CN1C(=O)OC(C)(CCc2ccccc2)C1(C)O (stereo not given)
  12	3	12	-2.0	13	10	10	-1	1	-1	-4
#37 O=C(O)c1ccc(S(=O)(=O)N2CCc3ccccc3C2)cc1
  -3	15	9	-1.0	-13	-13	-5	6	1	-8	2
#38 COc1ccc(C(=O)N[C@H](C(=O)NCc2cccs2)C(C)C)cc1
  -4	-3	8	-0.4	1	-3	3	-1	-3	-2	-23
#39 CC1CN(C(=S)NC(=O)c2ccco2)CC(C)O1 (stereo not given)
  9	16	9	0.9	9	12	-9	2	1	0	-17
#40 CCN(CC)CCNS(=O)(=O)c1ccc2[nH]cc(C(=O)O)c(=O)c2c1
  -8	-3	-5	-1.4	-2	1	-3	0	-9	-2	15
#41 Cc1ccc(Cl)c(OCC(=O)Nc2ccc(S(=O)(=O)NC3=NCCCCC3)cc2)c1
  9	5	7	0.0	16	-23	-26	-8	-3	1	0
#42 COc1c(Br)cc(Br)cc1/C=N/NC(=O)c1cccnc1
  4	10	-4	-2.5	11	10	14	-3	5	-7	1
#43 O=C(NCCn1ccc2ccccc21)c1ccc(S(=O)(=O)N2CCCCC2)cc1
  -38	10	3	0.9	-1	13	-7	-17	8	-8	5
#44 Cc1ccc(NC(=O)C(C)Sc2nnc(-c3cccnc3)n2-c2ccccc2)cc1 (stereo not given)
  8	-62	11	0.0	28	16	11	4	-8	10	-3
#45 COc1cc(C(=S)N2CCOCC2)cc(OC)c1O
  22	-21	3	-0.6	8	-4	6	-10	-3	3	-12
#46 Cc1ccc(S(=O)(=O)N2CCN(C(=O)c3cc(S(=O)(=O)N4CCOCC4)c(Cl)cc3Cl)CC2)cc1
  -19	0	-1	-0.4	-1	5	-10	1	4	-10	3
#47 Cc1ccc(CNC(=O)CN(C)S(=O)(=O)c2ccc(F)cc2)cc1
  23	2	-3	0.8	2	-7	-9	8	-16	0	5
#48 COc1ccccc1C(=O)Nc1ccccc1N1CCN(S(C)(=O)=O)CC1
  17	22	1	-1.2	-17	16	-2	-1	-8	-13	-14
#49 NNc1nc2cccnc2n(CCNc2ncc(C(F)(F)F)cc2Cl)c1=O
  5	10	-7	-0.1	-14	11	-37	-1	5	4	1
#50 Nc1nc2ccc(C(=O)NCCOC(=O)C3CCCCC3)cc2s1
  -7	-9	10	-0.5	5	9	-4	-10	-6	-11	-12
#51 Nc1nc(NCc2c(F)cccc2Cl)nn1-c1ccccc1
  -9	-10	-3	-0.9	8	-57	-42	4	7	-11	-2
#52 COc1ccc(S(=O)(=O)N2CCN(C(=O)c3ccc(COc4ccccc4)o3)CC2)cc1
  8	6	-4	0.1	-2	4	10	9	-4	10	-8
#53 Cc1sc2ncnc(Sc3nnnn3-c3ccccc3)c2c1C
  35	13	2	-2.2	21	33	-10	5	-1	2	-2
#54 Cc1cc(C)c(NC(=O)CN(C)CC(=O)N(C)CC(=O)Nc2c(Cl)cccc2Cl)c(C)c1
  -4	-8	7	-0.1	9	-3	3	-15	-3	1	1
#55 Cc1csc(CNC(=O)c2ccc(OC3CCN(CCc4ccccc4)CC3)cc2)n1
  -1	10	2	-3.5	15	9	-5	2	4	6	-5
#56 Cc1ccc(C(c2nnnn2C(C)(C)C)N(Cc2ccco2)Cc2cccs2)cc1 (stereo not given)
  19	-5	9	-1.4	-8	-17	10	-9	2	-6	5
#57 Nn1c(SCC(=O)Nc2ccccc2)nnc1-c1cccnc1
  -3	-1	1	-1.8	-12	-19	-5	-8	-10	-8	-9

Source: PubChem
